Mtb UGM inh – M. tuberculosis UGM enzyme inhibitors, primary screen, biochemical, fluorescence polarization, single point | 320,000 tested, 0.06% active | UDP-galactopyranose mutase (Mycobacterium tuberculosis (strain ATCC 25618 / H37Rv)), … | inhibition, % at 10 µM | AID 504406, 2011 | purified UGM, fluorescence polarization probe displacement; in the data active = inhibition above about 10%, passing the limit was not always enough
Target sequence (P9WIQ1 whole entry, looked up): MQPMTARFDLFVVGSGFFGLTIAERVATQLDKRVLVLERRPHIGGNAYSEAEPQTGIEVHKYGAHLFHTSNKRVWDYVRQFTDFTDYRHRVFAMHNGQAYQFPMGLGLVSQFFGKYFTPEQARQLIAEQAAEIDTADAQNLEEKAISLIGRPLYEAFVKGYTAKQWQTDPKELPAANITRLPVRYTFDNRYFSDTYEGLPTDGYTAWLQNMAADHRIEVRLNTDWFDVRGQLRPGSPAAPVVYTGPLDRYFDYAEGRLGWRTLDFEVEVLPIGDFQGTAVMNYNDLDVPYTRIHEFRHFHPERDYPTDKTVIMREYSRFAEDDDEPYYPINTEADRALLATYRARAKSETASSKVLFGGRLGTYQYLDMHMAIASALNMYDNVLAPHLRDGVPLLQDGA
DUSP3 inh – VHR1 phosphatase inhibitors, primary screen, biochemical, absorbance, uHTS | Dual specificity protein phosphatase 3 (Homo sapiens), P51452 | inhibition, % at 13.3 µM | recombinant VHR phosphatase, pNPP absorbance | 290,000 tested, 0.52% active; in the data active = inhibition above about 50%; note: some compounds called inactive have numbers as strong as hits
Target sequence (P51452 whole entry, looked up): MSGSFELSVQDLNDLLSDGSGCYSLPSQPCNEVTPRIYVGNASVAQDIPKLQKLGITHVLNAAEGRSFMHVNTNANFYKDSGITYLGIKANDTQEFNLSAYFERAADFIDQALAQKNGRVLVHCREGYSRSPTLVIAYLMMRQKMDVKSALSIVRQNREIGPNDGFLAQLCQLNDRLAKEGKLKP
MazEF act – activators of E. coli MazEF toxin-antitoxin RNase, primary screen, biochemical, fluorescence, uHTS | FAM/BHQ RNA-DNA oligo cleavage fluorescence, 5 h | activation, % at 20 µM | 350,000 tested, 0.32% active | AID 504720, 2011; in the data active = activation above about 50%
BH1578 lux ind – inducers of Vibrio cholerae quorum light production without autoinducers, primary screen, BH1578 luxS cqsA deficient, single point; 350,000 tested, 0.16% active; AID 588436, 2011; activation, % at 18.7 µM; V. cholerae BH1578 lux reporter, luminescence, 6 h; in the data active = activation mostly above about 9.7%, no sharp cut-off; note: not every result past the cut was called active; inactives centre near 0; reference of the scale not given here
SSB-PriA inh – inhibitors of Klebsiella pneumoniae PriA binding to SSB C-terminal tail, primary screen, biochemical, AlphaScreen; 430,000 tested, 0.6% active; inhibition, % at 33 µM; AlphaScreen SSBct-PriA binding, biotinylated peptide; in the data active = inhibition mostly above about 37%, no sharp cut-off; inactive = mostly below about 20%;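 note: plate controls were negative control peptide for no effect and reference peptide for full effect; strong numbers were not always called active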
3CLpro inhibitor – SARS-CoV 3CLpro protease inhibitors, primary screen, biochemical, quenched FRET; Replicase polyprotein 1ab (Severe acute respiratory syndrome coronavirus), P0C6X7; AID 1706, 2009; inhibition, % at 6 µM; recombinant SARS-CoV 3CLpro, quenched FRET peptide cleavage; 290,000 tested, 0.14% active; in the data active = inhibition above about 12%
Rv3671c protease – Rv3671c serine protease inhibitors, primary screen, biochemical, fluorescence polarization, M. tuberculosis H37Rv | P9WHR9 | inhibition, % at 5.96 µM | 320,000 tested, 0.048% active | AID 2606, 2010; in the data active = inhibition above about 38%;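 note: extracellular domain of Rv3671c used as enzyme; 0% = enzyme with DMSO and 100% = no enzyme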
Target sequence (P9WHR9 whole entry, looked up, the tested form may be a part): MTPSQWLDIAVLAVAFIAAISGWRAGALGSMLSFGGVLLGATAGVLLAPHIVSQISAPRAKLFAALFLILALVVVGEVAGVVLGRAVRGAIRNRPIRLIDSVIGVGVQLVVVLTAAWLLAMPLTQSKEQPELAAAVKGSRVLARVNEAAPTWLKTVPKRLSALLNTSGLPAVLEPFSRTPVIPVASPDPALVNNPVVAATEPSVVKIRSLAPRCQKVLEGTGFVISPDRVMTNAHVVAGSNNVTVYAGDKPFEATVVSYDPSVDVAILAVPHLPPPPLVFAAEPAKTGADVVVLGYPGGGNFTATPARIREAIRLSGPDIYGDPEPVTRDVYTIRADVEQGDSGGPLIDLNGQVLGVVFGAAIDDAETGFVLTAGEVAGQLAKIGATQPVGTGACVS
FBA Mtb inh – Mtb FBA enzyme inhibitors, primary screen, biochemical, fluorescence, strain H37Rv. Fructose-bisphosphate aldolase (Mycobacterium tuberculosis (strain ATCC 25618 / H37Rv)), …. purified M. tuberculosis FBA, fluorescence read-out. inhibition, % at 1 µM. 360,000 tested, 2.3% active; in the data active = inhibition above about 27%;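 note: 0% = vehicle and 100% = reference inhibitor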
Mtb BioA inh – M. tuberculosis BioA enzyme inhibitors, primary screen, biochemical, plate reader, single point, HTS; inhibition, % at 9.99 µM; purified M. tuberculosis BioA enzyme; 7,8-diaminopelargonic acid synthase BioA (Mycobacterium tuberculosis); AID 602481, 2012; 360,000 tested, 0.096% active; in the data active = inhibition above about 40%
GDH-TPI counter – GDH-TPI coupling enzyme inhibitors, primary screen, artefact control for M. tuberculosis FBA inhibitor project, biochemical, absorbance, full deck; GDH-TPI coupled enzyme counterscreen, NADH absorbance; inhibition, % at 4.8 µM; 360,000 tested, 1.2% active; AID 588335, 2011; in the data active = inhibition above about 30%;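 note: 0% = DMSO wells and 100% = wells lacking the enzyme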
The depositor's hits bear a star; i = inactive; · = no result given; & = joins results of further samples.

SMILES	Mtb UGM inh	DUSP3 inh	MazEF act	BH1578 lux ind	SSB-PriA inh	3CLpro inhibitor	Rv3671c protease	FBA Mtb inh	Mtb BioA inh	GDH-TPI counter
COc1ccc(N=Nc2ccc(CO)cc2)cc1	3.2	·	-29	-0.8	17	·	2	-4	-0.8	28
Cn1c(C(=O)N2CCc3ccccc3C2)cc2c(=O)n3ccccc3nc21	1.9	20	1	-0.6	-2	5	-2	73*	6.8	10
O=C(O)CN1C(=O)c2cccc(Oc3ccc(Cl)cc3)c2C1=O	-0.1	7	3	i	-1	-2	-2	-8	1.9	14
CCNc1nc(NOC)nc(OCC#N)n1	-0.6	0	-2	·	-12	-2	-1	-1	·	4
CCN1/C(=C\C(C)=O)Sc2ccc(OC)cc21	0.0	26	2	-5.0	16	1	-6	2	-1.6	14
S=C(Nc1ccc(Cl)cc1)NC1CC2CCCC(C1)N2C1CC1 (configuration not stated)	0.3	0	1	i	-4	-2	-8	1	7.0	9
CCCCn1c(N)c(N(CCC(C)C)C(=O)c2ccc([N+](=O)[O-])o2)c(=O)[nH]c1=O	-3.5	2	-13	i	-7	-1	0	-2	-1.1	-5
CC(OC(=O)c1nc(Cl)ccc1Cl)C(=O)Nc1ccccc1F (configuration not stated)	3.9	·	2	-1.1	-2	·	-9	0	-0.2	-1
CC1(C(=O)N(CC(=O)NC2CCCC2)C2CCCC2)CC(=O)N=C2C=CC=CN21 (configuration not stated)	-0.2	13	5	i	-6	-2	12	110*	-0.3	25
O=C(CSc1nc2ccccc2c(=O)n1-c1ccc(Cl)c(Cl)c1)Nc1ccc2c(c1)CCC2	·	·	·	i	·	·	·	3	-5.0	7
CCN1C(c2ccc(F)cc2)=CS/C1=C(/C#N)c1nnc2n1-c1ccccc1SC2	·	·	3	-0.3	·	·	·	-3	-1.1	10
Cc1noc(C)c1C(=O)NCCc1c(C)[nH]c2ccccc12	-0.5	22	3	-0.2	4	-2	-2	2	0.0	-6
CN1CCc2c(sc(NC(=O)Cc3ccccc3)c2C(N)=O)C1	2.7	6	7	-0.2	-13	2	2	0	3.5	11
CC(=O)NC(Cc1ccccc1C)C(=O)NC1CCN(C(=O)c2cccc(C)c2)CC1 (configuration not stated)	-2.9	-1	-20	i	-1	1	2	0	·	-7
Cc1ccc(-n2c(C)cc(C(=O)COc3c(CO)cc(F)cc3CO)c2C)cc1C	-1.9	4	8	-0.4	21	-1	-6	-1	-2.0	4
O=C(O)c1nn(Cc2ccc(Cl)cc2)c2ccccc12	·	·	-2	-0.7	·	·	·	-1	1.0	5
CCc1cc2c(=O)[nH]c(-c3ccccn3)nc2s1	4.1	7	8	i	66*	2	0	17	-0.1	24
Oc1c(C(c2cccc(F)c2)N2CCN(Cc3ccccc3)CC2)sc2ncnn12 (configuration not stated)	2.4	25	-5	-0.9	-14	0	-7	-1	4.4	3
CC(C)(C)NC(=O)CSc1nc2ccc(NC(=O)CSc3nnnn3Cc3ccccc3)cc2s1	3.7	-4	-20	-5.6	-10	6	-77	-3	-3.3	3
COC(=O)c1ccc(C(=O)OC)c(NC(=S)N2CCCC2)c1	1.3	21	-22	1.7	-7	-5	-1	3	0.2	2
COc1ccc(NC(=O)CNC(=O)Cn2c(C)cc3ccccc3c2=O)cc1OC	1.5	10	-32	-0.7	-5	-1	8	1	·	-1
Cc1cc(/C=C(\C#N)C(=O)OCC(=O)N(C)c2c(N)n(Cc3ccccc3)c(=O)[nH]c2=O)c(C)n1CC(C)C	·	·	-30	i	·	·	·	-4	-1.9	21
COc1c(Cl)cnn(-c2ccc(Cl)c(Cl)c2)c1=O	-1.9	17	5	-0.6	-9	4	-2	-2	-1.5	3
Cn1c(Cn2nnc3ccccc32)nnc1SCC(=O)c1ccc(F)cc1	-0.9	21	-4	0.9	2	4	-2	1	0.9	9
O=C1c2cc3c(cc2CCC1c1ccc2c(c1)OCO2)OCO3 (configuration not stated)	·	·	0	-2.9	·	·	·	0	·	4

Brought forward from above: five entries, followed by the next part.
SMILES	Mtb UGM inh	DUSP3 inh	MazEF act	BH1578 lux ind	SSB-PriA inh	3CLpro inhibitor	Rv3671c protease	FBA Mtb inh	Mtb BioA inh	GDH-TPI counter
COc1ccc(NC(=O)CNC(=O)Cn2c(C)cc3ccccc3c2=O)cc1OC	1.5	10	-32	-0.7	-5	-1	8	1	·	-1
Cc1cc(/C=C(\C#N)C(=O)OCC(=O)N(C)c2c(N)n(Cc3ccccc3)c(=O)[nH]c2=O)c(C)n1CC(C)C	·	·	-30	i	·	·	·	-4	-1.9	21
COc1c(Cl)cnn(-c2ccc(Cl)c(Cl)c2)c1=O	-1.9	17	5	-0.6	-9	4	-2	-2	-1.5	3
Cn1c(Cn2nnc3ccccc32)nnc1SCC(=O)c1ccc(F)cc1	-0.9	21	-4	0.9	2	4	-2	1	0.9	9
O=C1c2cc3c(cc2CCC1c1ccc2c(c1)OCO2)OCO3 (configuration not stated)	·	·	0	-2.9	·	·	·	0	·	4
Cc1ccccc1NC(=O)N1CCN(c2ncccn2)CC1	2.8	2	4	-0.3	-13	-7	-3	3	·	4
CCCCNC(=O)CN1C(=O)NC2(CCCc3ccccc32)C1=O (configuration not stated)	0.0	-3	0	-0.2	-12	0	-3	-3	2.9	8
CC1CCC(NC(=O)C2CCN(C(=O)Nc3ccccc3)CC2)CC1 (configuration not stated)	-1.2	·	-7	-1.7	-5	·	3	8	-7.8	9
COC(=O)c1nc2ccc(C)cn2c1F	0.0	-18	6	-0.2	-11	-3	2	11	1.1	4
COc1c2c(c(CCC(=O)O)c3c1C=CC(C)(C)O3)OC(C)(C)C=C2	·	·	-1	-0.4	-9	·	·	1	-0.8	1
Cc1cccc(N2CCN(c3ccc(NC(=O)/C=C\C(=O)O)cc3)CC2)c1	-1.4	1	10	-0.4	-6	-2	3	-2	·	4
COc1ccc2c(C)c(CC(=O)N3C[C@H]4C[C@@H](C3)c3cccc(=O)n3C4)c(=O)oc2c1	1.4	49	2	-0.4	·	2	-2	111*	-1.3	11
Cc1ccccc1-c1noc(N)c1C#N	-0.8	23	-11	-0.4	-6	-2	-1	3	-4.6	13
COc1cc(C2N(C)CCC3(OCCO3)C2(C)C)cc(OC)c1OC (configuration not stated)	-1.9	-1	-5	-1.5	5	5	-4	-2	-0.6	4
CCCCn1c(N)c(N(CCOC)C(=O)Cn2c(=O)cnc3ccccc32)c(=O)[nH]c1=O	-3.5	·	6	-0.5	18	·	9	1	0.7	4
CCC(C(=O)Nc1ccon1)c1ccccc1 (configuration not stated)	0.2	19	-4	i	-4	-8	-6	6	0.6	0
N#Cc1nc(COc2ccc(Br)cc2)oc1NCCN1CCOCC1	-0.7	14	-10	i	5	-2	-2	4	-0.7	-5
CCN(CC1COc2ccccc2O1)C(=S)Nc1ccccc1 (configuration not stated)	3.5	5	-4	12	-1	-10	7	3	2.6	11
CC(C)c1cccc(C(C)C)c1NC(=O)c1ccc(OCC(=O)NCc2ccccc2)cc1	-0.8	-4	·	·	·	3	5	·	·	·
CSc1ncccc1C(=O)OC(C)C(=O)Nc1cccc(S(=O)(=O)N2CCOCC2)c1 (configuration not stated)	0.5	·	2	-15	-4	·	-5	-1	-0.3	7
COc1cccc(NC(=O)c2cc(OC)c(OC)c(OC)c2Br)c1	-0.4	-4	5	-0.2	-4	-6	5	1	·	6
CCOc1ccccc1OCCCC(=O)N(C)CC(=O)Nc1cc(C)ccc1C	-0.5	14	-3	-0.6	3	0	-6	1	-7.5	5
NC(=O)c1c(NC(=O)CN2C(=O)CCC2=O)sc2c1CCCCC2	0.4	24	-4	-0.3	-11&-13	-2	5	-1	-0.5	8
CC(CN1CCCC1)OC(=O)c1ccc(Cl)cc1 (configuration not stated)	-0.8	13	5	i	0	3	-2	1	-1.3	1
c1ccc(-c2nnnc3ccccc23)cc1	0.7	-2	-5	-0.2	8	-4	-2	-1	1.0	-7
CC(C)C(OC(=O)c1nsc(Cl)c1Cl)C(=O)NC(C)(C)C (configuration not stated)	1.6	8	5	1.6	0	4	0	0	·	-6
CCCN1CN(c2ccccc2)C(=S)N(c2ccccc2)C1	-0.1	16	10	-0.5	-13	6	5	-4	1.7	-6
O=C(CSc1ccsc1[N+](=O)[O-])NCc1ccccc1	·	-13	0	0.6	-8	1	-1	-2	0.8	7
Cc1cccc(C(=O)NCCC(=O)Nc2nc(C)c(Cc3ccc4c(c3)OCO4)s2)c1	2.3	-1	11	i	4	4	-6	2	·	2
CCOc1ccc(NC(=O)c2sccc2-n2cccc2)cc1	1.8	16	2	-0.1	4	0	3	3	·	11

Next entries.
SMILES	Mtb UGM inh	DUSP3 inh	MazEF act	BH1578 lux ind	SSB-PriA inh	3CLpro inhibitor	Rv3671c protease	FBA Mtb inh	Mtb BioA inh	GDH-TPI counter
COC(=O)C1=C(C)N(C(C)C)C(=O)C1(NC(C)=O)C(F)(F)F (configuration not stated)	-0.1	16	5	-1.4	-15	-2	-3	-1	-1.5	-3
COC(=O)CSc1nc2c(c(-c3ccc(C)o3)c1C#N)CCCC2	-1.8	-16	-9	i	4	0	1	5	-1.4	16
COc1ccc(NS(=O)(=O)c2ccc3c(c2)N(C(C)=O)CCS3)cc1	4.5	39	3	-0.4	3	5	4	-3	-0.1	-7
COC(=O)C1C(=O)OC(C)(C)C1C(C)C(=O)c1ccccc1 (configuration not stated)	-0.7	-1	-5	·	-10	2	-1	-1	-1.6	-2
CN(CC(=O)Nc1ccc(N2CCOCC2)cc1)C(=O)c1cc(F)c(F)cc1Cl	-2.6	·	6	i	-10	·	5	-2	-3.2	3
COc1cc2c(cc1OC)C(C(=O)N1CCOCC1)C(c1cccs1)N(C)C2=O (configuration not stated)	2.7	18	-8	-0.3	-22	5	-3	2	·	6
Oc1ccc(N2CCN(C(c3ccncc3)c3nnnn3C3CCCC3)CC2)cc1 (configuration not stated)	2.6	25	6	i	1	4	0	0	2.9	-5
Cc1ccc(N(C(=O)Cc2cccs2)C(C(=O)NC2CCCCC2)c2ccccn2)cc1C (configuration not stated)	1.9	11	6	-0.2	-6	1	3	0	·	-7
N#Cc1c(SCC(=O)OCc2ccccc2)nsc1SCC(=O)OCc1ccccc1	0.6	-18	4	i	-22	5	-16	-1	-2.3	-3
O=C1OC(c2ccccc2)(c2ccc3cc(O)ccc3c2)c2ccccc21 (configuration not stated)	·	·	-7	-2.0	2	·	·	2	-0.4	5
COc1ccccc1NC(=O)COC(=O)C1CC1	-1.1	10	4	-0.4	-11	4	-2	-2	·	3
O=C(COc1ccc2c3c(c(=O)oc2c1)CCC3)NCC1CCC(C(=O)O)CC1 (configuration not stated)	-0.7	11	7	-1.5	-10	-3	-3	16	6.9	15
Cc1ccc(-c2csc(Nc3ccccn3)n2)cc1	-0.1	27	-3	0.8	2	3	1	1	0.1	10
CCOc1ccccc1NS(=O)(=O)c1cc2c3c(c1)CC(=O)N3CCC2	2.4	-4	-3	-0.3	0	2	0	-3	0.3	-7
COc1ccc(NC(=O)N2Cc3ccccc3CC2C(=O)NC(C)(C)C)cc1 (configuration not stated)	-1.6	22	3	6.2	-8	8	-1	1	0.0	3
CCCc1nnc(SCC(=O)N2CCOCC2)n1CCCOC	-4.1	-2	1	i	-5	3	2	-2	-1.2	4
Nc1ccc(CC2=NCCN2)cc1	·	·	-5	·	-14	·	·	-1	·	2

Source: PubChem (several laboratories)

A portion of the library (hit frequency here may not be typical).
